# XiGFP reactiv: activators of inactive X chromosome reactivation, primary screen, imaging, XiGFP fibroblasts, GFP high-content imaging, set 2; XiGFP mouse fibroblasts, % GFP-positive cells imaging, 3 d; cells co-treated with 5-aza-dC sensitizer; scaled so ellipticine positive control = 100%; activation, % at 7.58 µM; actives 0.055% (n = 360,000); AID 743238, 2013;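 active = mean normalized replicate activation at least 10% and every replicate at or above 10%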;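 also: 0% = median of on-plate neutral control wells and 100% = ellipticine 6 µM median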
#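 assay system = SV40-immortalized XiGFP fibroblast cells, line 68-5-11 | buffer or medium = DMEM plus 5-aza-dC sensitizer | doses = single-point pinned compound dosing | times = 3-day compound exposure, then 15 min fixation at room temperature | benchmarks = positive control ellipticine, 6 µM final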
# FN deposition inh: inhibitors of fibronectin matrix deposition, primary screen, AH1F cells, Alexa488-fibronectin fluorescence, plate reader; actives 0.086% (n = 350,000); AH1F fibroblasts, overnight; AID 743247, 2014; inhibition, % at 12.6 µM;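 active = mean inhibition across replicates of 30% or more, regardless of how many single replicates reach that level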;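 also: positive control wells lacked labelled fibronectin entirely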
#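 Test system: AH1F fibroblast monolayer depositing Alexa488-labelled fibronectin into matrix. Input: 10000 cells per well. Technique: fluorescence, ex 485 nm, em 525 nm. Buffer or medium: DMEM plus 2% serum, read in PBS. Timing: 1 h cell adhesion before compound, then overnight fibronectin incubation. Compound: single dose, pinned. Read-out basis: inhibition from reduced deposited-fibronectin fluorescence.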
# esBAF inh: Bmi1 luciferase reporter increase in mESCs, primary screen, esBAF inhibitor project, mouse ES cells, Bmi1 luciferase knock-in, single point. 24 h; 100% = twice the neutral-well signal. reporter increase, % at 12.5 µM. actives 2% (n = 350,000); in the data active = activation above about 40%;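 also: 0% = median of the plate's neutral control wells and 100% = double that signal; a rise in the Bmi1 reporter signal indicates esBAF inhibition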
# E-selectin induc: E-selectin induction in HUVECs, primary screen, imaging, HUVEC, immunofluorescence imaging, single point; P16581; normalized: neutral wells 0, TNF-alpha wells 100; activation, % at 7.58 µM; actives 0.37% (n = 260,000); AID 686992, 2013;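 active = mean E-selectin-positive cell signal at least 10% of the positive control, reached in at least 60% of replicates, without over 20% cell loss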;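 also: in these data hits start at about 27%; measured in HUVEC primary endothelial cells; signal is the percent of cells scored E-selectin positive by PE staining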
# Target sequence (P16581 whole entry, looked up): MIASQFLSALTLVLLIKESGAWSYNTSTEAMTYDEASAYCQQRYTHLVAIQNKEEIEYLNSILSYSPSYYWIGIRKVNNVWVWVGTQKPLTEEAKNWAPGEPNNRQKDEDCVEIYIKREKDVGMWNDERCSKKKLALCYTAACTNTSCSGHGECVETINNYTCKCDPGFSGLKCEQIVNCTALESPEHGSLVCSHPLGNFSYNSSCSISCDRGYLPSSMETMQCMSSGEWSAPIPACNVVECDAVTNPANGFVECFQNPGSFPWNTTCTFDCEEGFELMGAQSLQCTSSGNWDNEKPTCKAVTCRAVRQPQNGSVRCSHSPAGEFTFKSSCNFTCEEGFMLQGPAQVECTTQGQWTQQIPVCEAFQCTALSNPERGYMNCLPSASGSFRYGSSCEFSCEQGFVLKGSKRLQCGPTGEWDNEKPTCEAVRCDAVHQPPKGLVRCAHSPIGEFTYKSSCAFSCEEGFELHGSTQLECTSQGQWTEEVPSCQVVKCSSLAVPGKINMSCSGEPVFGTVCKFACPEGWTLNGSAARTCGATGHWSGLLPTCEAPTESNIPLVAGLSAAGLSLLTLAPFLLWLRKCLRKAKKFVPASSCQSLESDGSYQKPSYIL
#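 Assay system: HUVEC primary endothelial cells. Input: 3,000 HUVEC seeded per well. Doses: one compound dose added by pin transfer. Read-out basis: % PE-positive cells. Benchmarks: TNF-alpha high, DMSO low. Detection: immunofluorescence imaging. Buffer or medium: EGM-2, gelatin.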
# Starred values were filed as active, the others as inactive; . = no result given. An excerpt; rates above refer to the full screens.
SMILES,XiGFP reactiv,FN deposition inh,esBAF inh,E-selectin induc
COc1ccc([N+](=O)[O-])cc1NC(=O)C(C)c1ccccc1 (centres undefined),0.1,14,-2,.
N/C(=N\OC(=O)Cc1cccs1)c1cccc([N+](=O)[O-])c1,0.3,-3,34,.
Cc1ccc(-c2cc(C(=O)N/N=C/c3cccnc3)n[nH]2)o1,0.1,4,-15,.
CCC(=O)Nc1ccc(C(=O)N/N=C/c2cc(Br)c(OC)cc2OC)cc1,0.9,5,1,.
CCOC(=O)c1cc2[nH]c3ccccc3c2[n+](-c2ccc([N+](=O)[O-])cc2)c1N,0.0,-7,-13,.
CN(C)C(=S)Nc1ccc([N+](=O)[O-])cc1,0.0,5,5,.
Cc1cccc(C2c3[nH]c4ccccc4c3CCN2Cc2cnn(-c3ccc(F)cc3)c2)n1 (centres undefined),0.0,3,-11,.
O=C(OCc1nc2ccc(Cl)cc2n1CCO)c1ccccc1,0.0,-1,-1,.
CC(C)C(=O)Nc1cccc(-c2cn3ccccc3n2)c1,0.0,7,-2,.
CC(C)=CCC/C(C)=C/C=N/NC(=O)c1cccc([N+](=O)[O-])c1,-0.1,-3,-5,.
Cn1c(NC(=O)C[n+]2cc(-c3ccc(F)cc3)n3c2CCC3)cc(=O)n(C)c1=O,0.1,4,-5,.
Cc1[nH]oc(=O)c1N=Nc1ccccc1,0.0,-10,-12,.
Cc1nc(NC(=O)CSc2cc(C)c3ccccc3n2)c(Cl)cc1Cl,0.3,2,-2,.
COc1cc(/C=C/C(=O)Nc2ccc(N3CCCCC3)c(S(=O)(=O)Nc3ccccc3Cl)c2)cc(OC)c1OC,0.0,1,2,.
CCc1ccc(C(=O)/C=C/Nc2ccc(S(=O)(=O)Nc3onc(C)c3C)cc2)cc1,0.1,-3,17,.
Cc1ccc(NC(=O)CC2SC(=NCC3CCCO3)NC2=O)cc1Cl (centres undefined),0.5,-7,-3,.
CCCOc1ccc(C(=O)NCC(c2cccs2)N(C)C)cc1OC (centres undefined),-0.1,-12,-3,.
CC(=O)Nc1ccc(S(=O)(=O)Oc2ccc(C(=S)N3CCC(O)CC3)cc2)cc1,0.4,-6,-11,.
COc1ccc(-n2c(N)c(C(=O)NCc3ccco3)c3nc4ccccc4nc32)cc1OC,0.0,-5,2,.
CCCCNc1ccc(S(=O)(=O)c2cccc([N+](=O)[O-])c2)cc1[N+](=O)[O-],-0.1,0,-3,.
CCC(=O)N/N=C(\C)CC(=O)Nc1cccc([N+](=O)[O-])c1,0.1,-1,-1,.
COc1ccc(CNC(=O)CN(Cc2ccc(Cl)cc2)S(C)(=O)=O)cc1,0.1,14,4,.
O=C(Nc1cc(S(=O)(=O)N2CCOCC2)ccc1N1CCCC1)c1cnccn1,0.2,3,-2,.
CC(C)NCC(O)COCCOc1ccc(Br)cc1 (centres undefined),0.0,1,-11,.
COC(=O)c1ccccc1NC(=S)N(Cc1ccc2c(c1)OCO2)Cc1cc2ccc(C)cc2[nH]c1=O,0.1,-9,-1,.
# Further entries:
SMILES,XiGFP reactiv,FN deposition inh,esBAF inh,E-selectin induc
CCC(=O)Nc1ccc(C(=O)Nc2cccc(C)n2)cc1,0.0,3,42,.
Cc1ccc(C(=O)NN2C(=O)C3C4c5ccccc5C(c5ccccc54)C3C2=O)cc1 (centres undefined),-0.1,-7,-2,.
Cc1cccc2sc(NC(=O)[C@@H]3CCCN3C(=O)c3cccs3)nc12,-0.1,-4,1,.
CCCCC(CC)C(=O)Nc1ccc(Nc2ccccc2)cc1 (centres undefined),0.0,8,1,.
CCN(CC(=O)NC1CCS(=O)(=O)C1)S(=O)(=O)c1ccc(F)cc1 (centres undefined),-0.1,2,-7,.
O=C(Cc1ccccc1)Nc1ccccc1Oc1ccccc1,-0.1,-18,4,.
COc1ccc(-c2nsc(SCC(=O)NCc3ccc4c(c3)OCO4)n2)cc1,0.0,-6,8,.
COc1cc(SC)ccc1C(=O)NCCc1ccccc1,0.3,-7,34,.
CCCCCCCCCCS(=O)(=O)N/N=C/c1ccc(O)cc1,0.0,-11,-5,.
CCOc1cc(/C=C/c2ccc3cccc([N+](=O)[O-])c3n2)cc(Cl)c1O,0.0,14,0,.
O=C(c1cc2c(cc1Br)OCCCO2)N1CCCCC1,-0.1,14,1,.
Cc1ccccc1S(=O)(=O)NC1=NCCCCC1,0.0,0,-3,.
Cc1cc(Oc2ccc(Br)cc2)nc(SCC(=O)c2ccccc2)n1,0.0,7,-3,.
Cc1ccc(CNC(=O)C2CCN(S(=O)(=O)N3CCC4(CC3)OCCO4)CC2)cc1,0.0,1,-10,.
Nc1nc(NC(=O)/C=C/c2ccccc2)nn1-c1ccccc1,0.4,-4,0,.
O=C(c1ccc(Cl)c([N+](=O)[O-])c1)N(Cc1cccc(Cl)c1)C1CCS(=O)(=O)C1 (centres undefined),0.0,7,0,.
CCc1ccc(OCC(O)CN2CCC(CN3C(=O)c4cccc5cccc(c45)C3=O)CC2)cc1 (centres undefined),-0.1,-5,-1,.
COc1ccc(C(C)(C)C)cc1S(=O)(=O)N1CCC(C(N)=O)CC1,-0.1,3,-4,.
CCOc1cc(NC(=S)NCCCOC)c(OCC)cc1NC(=O)c1cccs1,0.0,4,2,.
CCOc1ccc(C(=O)Nc2ccccc2C#N)cc1[N+](=O)[O-],0.0,-7,-3,.
O=C(Nc1cccc(S(=O)(=O)N2CCCCC2)c1)c1ccc2c(=O)n3c(nc2c1)CCCCC3,0.0,3,-5,.
O=C(/C(=C/c1cccc(Cl)c1)c1nc2ccccc2[nH]1)c1ccccc1,0.2,-1,98*,.
CC(=O)OCCNc1cc(Sc2nc3ccccc3[nH]2)c2nonc2c1[N+](=O)[O-],17*,3,-6,.
Cc1ccc(/C=C/C(=O)NCc2cccs2)cc1,0.0,-1,46*,.
CCCCC(=O)Nc1ccc(NC(=O)c2ccc(C)c([N+](=O)[O-])c2)cc1OC,-0.1,6,3,.

# One compound at a time, from the list above.
# Listed for CCOc1cc(/C=C/c2ccc3cccc([N+](=O)[O-])c3n2)cc(Cl)c1O = XiGFP reactiv = 0.0; FN deposition inh = 14; esBAF inh = 0; E-selectin induc = .
# Listed for Cc1cccc2sc(NC(=O)[C@@H]3CCCN3C(=O)c3cccs3)nc12 = XiGFP reactiv = -0.1; FN deposition inh = -4; esBAF inh = 1; E-selectin induc = .

# The results go on.
SMILES,XiGFP reactiv,FN deposition inh,esBAF inh,E-selectin induc
O=C(c1ccc(F)cc1)N1CCN(c2ccc([N+](=O)[O-])c(N3CCOCC3)c2)CC1,-0.1,-6,-5,.
Cc1ccc(S(=O)(=O)NNC(=S)NC(=O)c2ccc([N+](=O)[O-])cc2)cc1,0.1,4,-4,.
N/C(=N\OC(=O)c1ccc(Cl)cc1Cl)c1cccnc1,0.0,7,5,.
COc1ccc(/C(O)=C/c2nc3ccc(C(=O)NCCc4cccc(C)c4)cc3[nH]c2=O)cc1OC,0.1,-6,-9,.
COc1ccc(C(=O)N/N=C/C(Br)=C/c2ccccc2)cc1,0.1,3,27,.
Cc1cccc(C)c1Nc1nnc(SCC(=O)NC(=O)c2cccn2C)s1,0.0,8,-3,.
CCCCOC(=O)CSC(=S)N(C)Cc1cccs1,-0.1,13,5,.
COC(=O)c1ccc(Cl)c(NC(=O)CN(c2ccc(OC)c(OC)c2)S(C)(=O)=O)c1,0.1,2,-4,.
CCCCNC(=S)N(Cc1ccco1)Cc1cc2cc3c(cc2[nH]c1=O)OCCO3,0.0,-1,-10,.
CCCn1nnc2c(=O)oc3ccccc3c21,-0.1,12,-4,.
CCN(CC(=O)NCCc1ccccc1)S(=O)(=O)c1ccc(C)cc1,0.0,-4,-3,.
CCC12CN(C(=O)c3ccc(C)cc3)CC(CC)(CN(C(=O)c3ccc(C)cc3)C1)C2=O,-0.1,15,6,.
COc1cccc(/C(C)=N/Nc2ncc(Cl)cc2Cl)c1,0.5,4,54*,.
CC1CCC2C(=O)N(c3ccc(S(=O)(=O)c4ccccc4)cc3)C(=O)C2C1 (centres undefined),-0.1,16,-8,.
Cc1ccc(OC(C)C(=O)Nc2ccc(C)c(S(=O)(=O)Nc3ccc(C)cc3C)c2)cc1 (centres undefined),-0.1,-4,9,.
Brc1cccc(OCCCCN2CCCCC2)c1,0.0,-2,0,.
O=C(/C=C/c1ccccc1[N+](=O)[O-])NC1CCCC1,0.0,5,10,.
COc1ccc([N+](=O)[O-])cc1N(CC(=O)NCCC1=CCCCC1)S(C)(=O)=O,0.0,5,-2,.
COc1ccc(C2CC(c3ccccc3)=NN2C(=O)c2ccc(Cl)c([N+](=O)[O-])c2)cc1 (centres undefined),0.7,9,0,.
Cc1ccc(C(=O)NCc2ccccn2)cc1Cl,0.0,0,19,.
O=C(CCc1ccccc1)Nc1ccc(N2CCCCC2)cc1,-0.1,4,50*,.
CC(OC(=O)CNS(=O)(=O)/C=C/c1ccccc1)C(=O)Nc1ccc(S(=O)(=O)N2CCCC2)cc1 (centres undefined),0.7,-6,-13,.
C=C(C)C1CC=C(C)/C(=N/NC(=S)Nc2ccccc2)C1 (centres undefined),0.0,3,19,.
Cc1ccc(N(Cc2ccc(C(=O)NN=C3CCN(C)CC3)cc2)S(C)(=O)=O)cc1C,0.2,6,-5,.
CCN(CC)c1ccc(C2C3CCCCC3(O)CCN2C(=O)c2cccs2)cc1 (centres undefined),0.0,9,-2,.

# esBAF inh: hit marks shown above.
molecule | esBAF inh
O=C(/C(=C/c1cccc(Cl)c1)c1nc2ccccc2[nH]1)c1ccccc1 | 98*
Cc1ccc(/C=C/C(=O)NCc2cccs2)cc1 | 46*
COc1cccc(/C(C)=N/Nc2ncc(Cl)cc2Cl)c1 | 54*
O=C(CCc1ccccc1)Nc1ccc(N2CCCCC2)cc1 | 50*

# (more compounds)
SMILES,XiGFP reactiv,FN deposition inh,esBAF inh,E-selectin induc
COc1cccc(CNC(=O)c2cccc(Br)c2)c1,0.6,0,7,.
C#CCN1C(=O)S/C(=C/C=C/c2ccc(N(C)C)cc2)C1=O,-0.1,-14,79*,.
Cc1c(-c2ccccc2)nc(-c2ccccc2)[nH]c1=O,0.0,-9,3,.
Cc1ccc(S(=O)(=O)c2cc3ccccc3oc2=O)cc1,0.0,-4,-5,.
CCOC(=O)C1=C(C)n2c(s/c(=C3\C(=O)Nc4ccccc43)c2=O)=NC1c1ccc(OC)cc1 (centres undefined),0.1,-1,-16,.
COc1ccccc1NS(=O)(=O)c1cccc(C(=O)N/N=C/c2ccc3c(c2)OCCO3)c1,0.0,2,.,-0.1
CN(C)CCN(C(=O)/C=C/c1cccs1)c1nc2ccc(F)cc2s1,0.0,9,.,-0.1
CC(C)NC(=O)NC(=O)COC(=O)c1cccc(S(=O)(=O)N2CCCCC2)c1,0.2,7,.,-2.4
O=C(COc1ccc2c(c1)CCC2)NCc1cccc(Cl)c1,-0.1,-8,.,0.0
Cc1ccc(C)c(NC(=O)c2ccc(S(=O)(=O)C(F)F)cc2)c1,0.0,5,.,-1.4
CCCc1cc2c(=O)n(NC(=O)c3nn(C)cc3[N+](=O)[O-])c(C)nc2s1,-0.1,-12,.,1.5
Cc1ccc(C2(O)CN(c3ccccc3C)C3=[N+]2CCS3)cc1 (centres undefined),-0.1,6,.,0.2
COC(=O)C1=C(C)NC(C)=C(C(=O)OC)C1c1ccc(-c2cc(Cl)ccc2Cl)o1,0.1,-6,.,0.3
N/C(=N\OC(=O)COc1ccccc1Cl)c1ccccn1,0.0,-2,.,0.1
Cc1no[n+]([O-])c1COc1ccccc1/C=N/n1nnnc1N,-0.1,-22,.,0.2
CN1CCc2nc(SCC(=O)Nc3ccc(OC(F)(F)F)cc3)c(C#N)c(-c3cccs3)c2C1,0.0,-2,.,0.1
CCn1cc(C2C(C(=O)Nc3ccc(Br)cn3)=C(C)NC3=C2C(=O)CCC3)c(C)n1 (centres undefined),0.3,-4,.,1.9
O=C(OCc1ccccc1)/C(=C/c1cccc2ccccc12)NC(=O)c1ccccc1,0.2,-3,.,0.0
COc1ccc(N2CCN(C(=O)c3cc(N4C(=O)C5C6CCC(C6)C5C4=O)ccc3Cl)CC2)cc1 (centres undefined),2.5,5,.,0.5
COC(=O)c1sc2ccccc2c1NC(=O)c1ccc(S(=O)(=O)N2CCCCC2)cc1,0.4,1,.,2.1
